# Bioassay records deposited in PubChem BioAssay by NMMLSC.
# RGS7-Gao reg = regulators of human RGS7-Galphao interaction | P09471 | Multiplexed bead flow cytometry, RGS7-Galphao binding; actives lie on both sides | binding response (% of control), % at 10 µM | actives 0.35% (n = 220,000) | AID 1439; in the data active = binding response below about 49% or above about 150%; inconclusive = no clear call, values can overlap the other calls; inactive = in between;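 also: fluorescent Galphao held in activated GDP-AlF4 state binding bead-coupled RGS7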
# Target sequence (P09471 whole entry, looked up): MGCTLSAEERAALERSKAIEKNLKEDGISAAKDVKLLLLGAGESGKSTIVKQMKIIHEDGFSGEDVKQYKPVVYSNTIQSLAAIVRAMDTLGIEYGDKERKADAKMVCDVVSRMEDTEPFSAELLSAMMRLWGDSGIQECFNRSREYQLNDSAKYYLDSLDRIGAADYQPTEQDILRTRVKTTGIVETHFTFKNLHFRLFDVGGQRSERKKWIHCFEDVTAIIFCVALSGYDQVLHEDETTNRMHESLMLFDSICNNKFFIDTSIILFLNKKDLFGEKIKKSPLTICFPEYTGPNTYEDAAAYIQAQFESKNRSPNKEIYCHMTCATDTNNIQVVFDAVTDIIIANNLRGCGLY
# Bcl-W Bim block = disrupts Bim peptide binding to human Bcl-W. AID 952. Q92843. inhibition, % at 10 µM. bead-based flow cytometry. actives 0.02% (n = 190,000);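 also: 0% = bound tracer without compound and 100% = peptide blocker; higher means less fluorescent Bim peptide bound to Bcl-W beads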
# Bcl-B Bim block = inhibitors of Bim-Bcl-B interaction, human; bead-based flow cytometry, Bim peptide-Bcl-B binding; inhibition, % at 10 µM; actives 0.073% (n = 190,000);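 also: 0% = tracer peptide without compound and 100% = reference inhibitor peptide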
# Target sequence (Q9HD36 whole entry, looked up): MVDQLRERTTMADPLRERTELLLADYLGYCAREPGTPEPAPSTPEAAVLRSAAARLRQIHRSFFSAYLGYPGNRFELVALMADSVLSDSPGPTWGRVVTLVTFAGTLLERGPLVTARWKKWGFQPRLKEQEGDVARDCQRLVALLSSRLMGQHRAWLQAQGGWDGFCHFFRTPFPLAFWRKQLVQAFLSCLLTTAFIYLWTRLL
# ABCB1 inh = human ABCB1 inhibition, ABCG2 as counter-screen; inhibition, % at 6.6 µM; actives 0.067% (n = 190,000); CCRF-Adr cells, JC-1 efflux, flow cytometry; in the data active = inhibition above about 40%;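 also: 0% = vehicle and 100% = reference inhibitor; higher value means more JC-1 retained so stronger ABCB1 efflux block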
# Bcl-2 Bim block = human Bim-Bcl-2 interaction inhibition | actives 0.06% (n = 190,000) | P10415 | Bead-based flow cytometry, Bim peptide-Bcl-2 binding | AID 950 | inhibition, % at 10 µM; in the data active = inhibition above about 40%; inconclusive = no clear call, values can overlap the other calls;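 also: 0% = no compound wells with probe peptide and 100% = reference peptide inhibitor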
# Target sequence (P10415 whole entry, looked up): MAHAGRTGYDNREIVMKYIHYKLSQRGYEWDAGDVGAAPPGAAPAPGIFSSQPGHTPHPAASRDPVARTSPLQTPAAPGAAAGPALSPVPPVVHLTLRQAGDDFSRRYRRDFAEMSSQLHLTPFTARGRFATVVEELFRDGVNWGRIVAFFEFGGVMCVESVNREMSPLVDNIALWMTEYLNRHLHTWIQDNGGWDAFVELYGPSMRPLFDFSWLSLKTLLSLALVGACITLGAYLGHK
# RGS4-Gao reg = human RGS4-Galphao interaction regulation; P09471; Multiplexed bead flow cytometry, RGS4-Galphao binding; actives lie on both sides; binding response (% of control), % at 10 µM; actives 0.33% (n = 220,000); AID 1415; in the data active = binding response below about 49% or above about 150%; inactive = in between;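 also: fluorescent Galphao activated with aluminum fluoride binding bead-coupled RGS4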
# ABCG2 block = inhibitors of human ABCG2 transporter, ABCB1 counter-screen. inhibition, % at 6.6 µM. AID 1325. IgMXP3 cells, JC-1 efflux, flow cytometry. actives 0.1% (n = 190,000). Q9UNQ0;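 active = inhibition above 80%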;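 also: 0% = DMSO and 100% = nicardipine control wells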
#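 Measure – % inhibition of efflux relative to nicardipine and DMSO · Test system – ABCG2 IgMXP3 and barcoded ABCB1 CCRF-Adr cell mix · Control set – nicardipine as high control, DMSO as low control · Compound – one concentration, 6.6 µM final · Signal – flow cytometry of retained JC-1 fluorescence · Timing – 10 min exposure at 25 °C with rotation, no wash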
# Bcl-XL Bim block = inhibitors of Bim-Bcl-XL interaction, human; Bim peptide-Bcl-XL binding, bead flow cytometry, fluorescence; inhibition, % at 10 µM; actives 0.04% (n = 190,000); AID 1007
# Target sequence (Q07817 whole entry, looked up): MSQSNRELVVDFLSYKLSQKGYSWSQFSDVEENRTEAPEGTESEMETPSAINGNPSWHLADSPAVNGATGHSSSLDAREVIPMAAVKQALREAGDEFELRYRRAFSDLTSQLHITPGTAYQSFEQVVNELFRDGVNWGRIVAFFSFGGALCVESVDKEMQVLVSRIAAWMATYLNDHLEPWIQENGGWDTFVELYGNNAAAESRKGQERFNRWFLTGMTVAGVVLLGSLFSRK
# Mcl-1 Bim block = inhibitors of Bim-Mcl-1 interaction, human; Q07820; Bead-based flow cytometry, Bim peptide-Mcl-1 binding; inhibition, % at 10 µM; actives 0.1% (n = 190,000);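 also: 0% = no compound tracer wells and 100% = peptide blocker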
# RGS8-Gao reg = regulators of human RGS8-Galphao interaction; P09471; multiplexed bead flow cytometry, RGS8-Galphao binding; actives lie on both sides; response (percent of control binding), % at 10 µM; actives 0.34% (n = 220,000); in the data active = response below about 60% or above about 140%; inactive = in between;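 also: Galphao activated as the GDP aluminium fluoride complex binding bead-coupled RGS8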
# Bim-Bfl-1 = disrupts Bim binding to human Bfl-1 | Q16548 | Bead-based flow cytometry, Bim-Bfl-1 binding inhibition | inhibition, % at 10 µM | actives 0.12% (n = 190,000) | AID 1008;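 also: 0% = wells without compound plus tracer and 100% = blocker peptide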
# * hit, by the source's call; ? = inconclusive; nt = no result given. Rule as the data show it, unless noted: active = inhibition above about 40%. Random draw from the library. About 0.94% of those tested had a hit in this group.
SMILES,RGS7-Gao reg,Bcl-W Bim block,Bcl-B Bim block,ABCB1 inh,Bcl-2 Bim block,RGS4-Gao reg,ABCG2 block,Bcl-XL Bim block,Mcl-1 Bim block,RGS8-Gao reg,Bim-Bfl-1
Cc1ccc(CNC(=O)CCNC(=O)c2ccco2)cc1,92,0,-3,1.7,1,96,6,0,-1,96,0
CCn1c2ccccc2c2cc(/C=N/n3cn[nH]c3=S)ccc21,100,0,-15,-0.8,-3,102,-1,-3,-5,98,2
Cc1ccc(S(=O)(=O)N(CC(=O)N2CCCCC2)c2cccc(C)c2)cc1,99,nt,nt,1.0,?,102,1,nt,nt,103,nt
COc1cc2cccc(OC)c(=O)c2c(O)c1OC,101,-2,-7,1.4,-1,102,13,-4,-2,102,-2
Cc1ccc(N2C(=O)CC(NNc3nc4ccccc4s3)C2=O)cc1C (stereo not drawn),103,0,-3,0.8,0,98,5,-5,-2,99,0
COc1ccc(NC(=O)CCn2nc(C)cc2C)cc1,99,1,-5,0.1,-7,104,-1,-15,-1,101,-7
O=C(CN1CCN(c2ccc([N+](=O)[O-])cc2)CC1)Nc1nccs1,106,1,3,0.8,0,106,11,1,2,105,0
COc1ccccc1Nc1ncccc1C(=O)O,99,-2,-4,0.5,-1,101,2,-1,-1,102,-5
Cc1cc(C)c(C)c(S(=O)(=O)N2CCN(C(=S)NCC3CCCO3)CC2)c1C (stereo not drawn),?,-2,0,0.3,6,101,0,0,-1,103,0
C=CCNC(=O)/C(=C/c1cccc([N+](=O)[O-])c1)NC(=O)c1ccccc1,101,-5,-3,-0.1,-5,101,0,-6,-3,101,-9
COc1ccc([N+](=O)[O-])cc1NC(=O)CC(c1ccccc1)c1ccccc1,100,-6,-12,1.1,-11,105,24,-8,-5,103,-15
C#CCOCCOCCOCCNc1nc(N2CCN(C(=O)[C@H](C)n3cc(CCCN=C(N)N)nn3)CC2)nc(N2CCN(C(=O)[C@H](Cc3ccc(O)cc3)n3cc(CCO)nn3)CC2)n1,104,4,3,-0.6,1,105,0,-2,-2,105,0
C/C(CC(=O)NC1CCCC1)=N\NC(=O)C1CCCCC1,100,9,7,-0.5,2,102,-1,5,1,98,4
Cc1ccccc1Cn1c([N+](=O)[O-])cnc1C,100,-1,-11,0.0,-14,98,0,4,-3,98,-13
CCCCc1c(O)nc(SCC(=O)NCC2CCCO2)[nH]c1=O (stereo not drawn),104,-7,-2,0.5,2,102,7,-5,-3,103,2
Nc1cc(N2CCCCC2)c(Cl)cc1[N+](=O)[O-],106,-2,-6,0.6,-8,106,5,-4,-1,105,-10
CC(=O)c1cnc2cc(-c3ccc(Cl)cc3)nn2c1C,93,6,-4,0.2,-6,93,1,-7,2,96,-12
Cc1csc(=NC(=O)c2ccccc2)n1CCO,100,-1,-3,0.1,-2,98,0,-1,0,100,-9
O=C(Nc1cccc(C(=O)N2CCCC2)c1)c1ccccc1,99,0,0,0.3,0,98,1,-4,-1,100,-2
CN1CCC(N(C)C(=O)c2cc(=O)c3ccccc3o2)CC1,99,0,-1,-0.3,-2,102,-1,-2,0,102,-2
CN1CCN(S(=O)(=O)c2ccc(Sc3nnnn3-c3ccccc3)c([N+](=O)[O-])c2)CC1,99,-1,-8,1.0,0,99,0,-4,-2,101,2
CCc1c(C)nc(SCC(=O)Nc2cccc(Br)c2)[nH]c1=O,102,2,-5,1.4,-7,100,25,-2,2,101,-13
COc1ccc(-c2nc(CCNC(=O)c3cccs3)cs2)cc1,100,1,-5,0.7,-6,103,6,-2,0,102,-11
COC(=O)c1ccc(NC(=O)C(=O)N2CCN(C(=S)Nc3ccc(C)cc3)CC2)cc1,95,-2,-7,0.2,-8,96,41,-6,-1,102,-15
COCCNCC(=O)Nc1ccc(OC(F)(F)F)cc1,103,0,-2,0.1,-3,104,1,2,0,104,-6
COc1ccc(CCNC(=O)c2cc(-c3ccncc3)nc3c(Cl)cccc23)cc1OC,?,1,0,0.4,0,101,6,-1,0,102,-3
Cc1cc(-c2nnc3n2N=C(C(C)(C)C)CS3)n[nH]1,105,0,-10,0.3,-10,107,3,-4,-2,105,-11
Cc1nc(C)c(C)nc1C,105,0,-4,nt,0,102,2,-1,-3,100,-2
C=CCSc1nnc(-c2ccc([N+](=O)[O-])cc2)o1,105,-1,0,0.4,0,104,9,-1,-2,102,-2
COc1ccc(C(=O)Nc2ccccc2C(=O)NC(C(=O)NCc2ccco2)C(C)C)cc1 (stereo not drawn),97,-4,-4,0.6,0,93,3,-1,-2,101,-3
CCOC(=O)c1[nH]c2ccc(OC)cc2c1NS(=O)(=O)c1ccc(Cl)s1,107,2,-2,0.3,0,107,2,0,0,103,1
Cc1ccc(C(=O)NCCc2csc(-c3cccnc3)n2)cc1,95,0,-6,0.9,-10,100,3,-3,-1,100,-8
Cc1ccc(CNC(=O)c2sc3nc4c(c(C(F)(F)F)c3c2N)CCC4)cc1,103,0,-10,0.7,-14,103,25,-5,-3,103,-14
COc1cc(CNCc2ccccn2)ccc1OCc1c(Cl)cccc1Cl,104,3,0,2.5,0,101,3,0,1,103,0
COC(=O)C1=C(C(=O)c2ccc(C)cc2)C(c2ccc(O)c(OC)c2)n2nnnc2N1 (stereo not drawn),105,0,-9,0.7,-13,102,3,-3,-2,105,-18
COCCNc1cc(C)nc2ccccc12,106,1,-4,-0.2,-5,105,-2,-4,0,109,-4
CC(=O)Nc1ccc(SCC(=O)c2cc(C)n(-c3ccccc3)c2C)cc1,106,-5,-9,1.1,-8,105,18,-12,-5,106,-2
O=c1c(CN2CCN(c3cccc(Cl)c3)CC2)coc2c(Cl)cc(Cl)cc12,103,-3,-1,0.2,-3,103,2,-3,-1,101,0
CCN(CC)CCN1C(=O)C(=O)/C(=C(/O)c2ccc(C)cc2)C1c1ccncc1 (stereo not drawn),101,-2,-4,0.1,-5,105,0,-7,0,109,-8
CCOC(=O)Cc1csc(NS(=O)(=O)c2ccc(Br)cc2)n1,?,2,-1,-0.3,-1,99,-1,0,1,98,-1
O=C(COC(=O)c1cc(-c2cccnc2)nc2ccccc12)Nc1ccc(F)cc1F,117,-3,-8,1.7,-9,110,25,-4,-1,107,-12
CCN(CC)CCN1C(=O)C(O)=C(C(=O)c2cccs2)C1c1ccc(C)o1 (stereo not drawn),99,-1,0,-0.3,-4,96,-1,-1,0,97,-3
COc1ccc(OC)c(NC(=O)Nc2ccccc2C)c1,98,-3,-9,-3.4,-10,101,-4,-6,-4,99,-10
CC(C)(/C=N/NC(=O)CSCc1ccccc1Cl)CCC#N,101,-6,-4,-0.2,-5,102,1,-4,-2,102,-2
COc1cc(Cl)c(C)cc1NC(=O)Cc1ccc(OC)c(OC)c1,?,1,-3,2.2,-3,92,9,-4,0,96,-4

# Three entries already listed, ordered by SMILES length, high to low.
SMILES,RGS7-Gao reg,Bcl-W Bim block,Bcl-B Bim block,ABCB1 inh,Bcl-2 Bim block,RGS4-Gao reg,ABCG2 block,Bcl-XL Bim block,Mcl-1 Bim block,RGS8-Gao reg,Bim-Bfl-1
O=C(COC(=O)c1cc(-c2cccnc2)nc2ccccc12)Nc1ccc(F)cc1F,117,-3,-8,1.7,-9,110,25,-4,-1,107,-12
CCOC(=O)Cc1csc(NS(=O)(=O)c2ccc(Br)cc2)n1,?,2,-1,-0.3,-1,99,-1,0,1,98,-1
COc1ccc(OC)c(NC(=O)Nc2ccccc2C)c1,98,-3,-9,-3.4,-10,101,-4,-6,-4,99,-10

# Other entries
SMILES,RGS7-Gao reg,Bcl-W Bim block,Bcl-B Bim block,ABCB1 inh,Bcl-2 Bim block,RGS4-Gao reg,ABCG2 block,Bcl-XL Bim block,Mcl-1 Bim block,RGS8-Gao reg,Bim-Bfl-1
N#CCCCSc1ncccc1-c1nc2ccccc2[nH]1,99,-3,-6,0.5,-2,99,2,-4,-1,101,-4
Cc1cccc(-n2c(C)cc(/C=N/n3cnnc3)c2C)c1,102,0,4,-5.3,1,100,-3,3,2,102,-1
COc1ccc(C(=O)NNC(=O)C(C)NC(=O)c2ccccc2NC(=O)c2ccco2)cc1 (stereo not drawn),104,-5,-6,1.1,0,103,8,-5,-4,103,0
O=C(NCc1ccccn1)C(=O)NCC(c1ccco1)N1CCN(c2ccc(F)cc2)CC1 (stereo not drawn),?,-3,-4,1.1,-2,100,7,-2,-1,101,-6
O=C(CCc1ccccc1)NNc1cc(N2CCCCC2)nc(N2CCCCC2)n1,105,-4,-1,1.7,-2,105,7,-5,-2,103,-7
O=C(CCCCCN1C(=O)c2ccccc2C1=O)Nc1ccc(S(=O)(=O)N2CCCCC2)cc1,90,-3,-2,2.5,-5,91,7,-2,-1,98,-2
COc1ccc(CCNC(=O)c2ccc(CNc3nc(=S)[nH]c4ccccc34)cc2)cc1OC,98,0,-9,1.9,-1,99,20,0,-1,100,-3
COc1ccc(NS(=O)(=O)c2cc(NC(=O)/C=C/c3cccs3)ccc2N2CCOCC2)cc1,100,-6,-16,-0.5,-10,103,-4,-9,-7,101,-9
Cc1cccc(-n2ncc3c(N4CCCc5ccccc54)ncnc32)c1,100,-2,-4,0.2,-10,101,3,0,1,102,-12
CCSc1nnc(Nc2ccccc2)s1,25*,0,-3,0.6,-4,15*,4,-7,-3,42*,-2
CC(=O)Nc1ccc(S(=O)(=O)N2CCC(n3cnc4cc(F)ccc43)CC2)cc1,107,0,-2,1.0,-2,107,6,-1,0,99,-6
Cc1cc(N(C)C)nc(SC(C)C)n1,98,0,-8,-2.9,-13,97,-1,-1,1,102,-5
C=CCOc1ccc(Br)cc1CNC(C)(C)CO,?,-1,-6,0.8,-3,102,8,-1,-2,100,-6
CCOC(=O)c1sc(NS(=O)(=O)c2ccccc2Cl)nc1C,101,0,-3,0.0,-6,108,1,-6,2,108,-13
O=C(NNc1cccc(Cl)n1)C(F)(F)F,?,-2,-8,-0.1,-4,96,3,-3,-2,99,-4
Cc1cccc(NC(=S)NCc2cccn2C)c1,101,-3,-11,-0.3,-10,102,15,-8,-3,102,-17
O=c1c2c([nH]n1-c1ccccc1)CCCC2,96,1,-2,1.3,0,101,7,1,1,101,-1
CN1CCN(c2nc(-c3ccco3)cc(C(F)(F)F)n2)CC1,101,0,-8,0.0,-9,100,1,-4,-3,101,-9
Nc1nc(SCC(=O)c2ccc(Br)s2)n[nH]1,100,0,-2,-0.4,-2,105,0,0,1,105,-5
CN(C(=O)c1ccc2c(=O)n3c(nc2c1)CCCCC3)c1ccccc1,99,0,-12,1.6,-5,99,14,-7,-4,99,-13
CC(=O)c1cccc(NC(=O)COc2nsnc2N2CCOCC2)c1,96,-2,-2,0.3,0,95,2,-3,-3,97,-1
COC(=O)c1cc(NC2c3ccccc3C(=O)N2c2ccc(Cl)cn2)cc(C(=O)OC)c1 (stereo not drawn),101,-7,-10,1.5,-7,99,5,-9,-2,103,-7
O=C(Nc1ccc(NC(=O)c2ccco2)cc1)c1ccc2c(c1)OCCO2,?,-2,-1,-0.2,1,102,-4,-3,0,101,-2
O=c1[nH]cnc2sc3c(c12)CCCC3,97,-2,0,0.3,0,97,2,1,-2,100,0
O=C(O)c1cc(Cl)c(Cl)cc1C(=O)N1CCOCC1,101,-2,-3,0.6,0,98,1,-3,-1,102,-1
